# Compound activity from PubChem.
# E coli Lon inh: inhibitors of E. coli Lon protease, primary screen, biochemical, fluorescence polarization. P0A9M0. purified E. coli Lon protease. inhibition, % at 7.94 µM. 360,000 compounds, 0.42% hits. AID 602123, 2011; in the data active means inhibition above about 13%, passing the limit was not always enough;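 further: 0% = enzyme with probe and DMSO and 100% = no enzyme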
# MsrA inh: bovine MsrA enzyme inhibitors, primary screen, biochemical, absorbance, HTS | Methionine sulfoxide reductase A (Bos taurus) | 360,000 compounds, 0.75% hits | inhibition, % at 15.5 µM | purified bovine MsrA, absorbance read-out | AID 651718, 2012; in the data active means inhibition above about 4.5%;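 further: 0% = vehicle wells with enzyme and 100% = reference inhibitor wells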
# MT1-MMP act inh: blockers of MT1-MMP proenzyme processing, primary screen, HT1080 RFP-PRO-GFP cells, GFP/RFP fluorescence; GFP/RFP ratio fluorescence, overnight; percent of plate control window, DMSO zero; GFP/RFP ratio change, % at 20 µM; Matrix metalloproteinase-14 (Homo sapiens), P50281; AID 651647, 2012; 360,000 compounds, 0.061% hits;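 active means GFP/RFP ratio change of at least 30% with cell ATP level not reduced by more than half and red fluorescence within 50% of control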; further: strong numbers were not always called active
#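 Assay system – RFP-PRO-GFP reporter HT1080 cells · Compound dosing – single dose of 20 µM compound, 1% DMSO final · Incubation – overnight compound exposure at 37 °C · Measure – GFP/RFP fluorescence ratio · Benchmarks – DMSO wells and RFP-L50D-GFP cells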
# CSN deneddyl inh: inhibitors of CSN-mediated cullin deneddylation, primary screen, biochemical, fluorescence polarization, uHTS | COP9 signalosome complex subunit 5 (Homo sapiens), Q92905 | Purified CSN, SCF-Nedd8-OG deneddylation | inhibition, % at 12.5 µM | 360,000 compounds, 0.38% hits | AID 651999, 2013;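 active means pattern-corrected inhibition above about 35%, with an unprinted fluorescence ratio check between 0.5 and 1.5, limit read from the data, passing the limit was not always enough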;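 further: 0% = enzyme with substrate and 100% = substrate without enzyme; some results filed as inactive read as strong as hits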
#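 Test system: Human Csn5 produced in HEK293T cells | Compound: 12.5 µM single point | Times: 90 min, room temperature | Signal: Fluorescence polarization readout | Read-out basis: % inhibition of substrate cleavage by Csn5 | Controls: no-enzyme wells high, enzyme-with-substrate wells low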
# MLLE-PAM2 inh: inhibitors of PABP1 MLLE–PAM2 peptide binding, primary screen, biochemical, fluorescence polarization, FITC-PAM2, GST-MLLE. Polyadenylate-binding protein 1 (Homo sapiens), P11940. inhibition, % at 20 µM. 360,000 compounds, 0.36% hits. AID 588489, 2011; in the data active means inhibition above about 35%, passing the limit was not always enough;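 further: plate controls were DMSO wells with GST-MLLE for no effect and wells lacking GST-MLLE protein for full effect; some results filed as inactive read as strong as hits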
# MsrA act: bovine MsrA enzyme activators, primary screen, biochemical, absorbance, HTS; Methionine sulfoxide reductase A (Bos taurus); purified bovine MsrA, absorbance read-out; activation, % at 10.6 µM; 360,000 compounds, 0.3% hits; in the data active means activation above about 7.5%;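 further: 0% = vehicle and 100% = reference activator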
# Rpn11 block: Rpn11 (PSMD14) deubiquitinase inhibitors, primary screen, biochemical, fluorescence polarization, uHTS | 26S proteasome non-ATPase regulatory subunit 14 (Homo sapiens), O00487 | AID 588493, 2011 | calls only at 20 µM | 360,000 compounds, 0.59% hits | human 26S proteasome, Ub4-pepOG fluorescence polarization; 20S core pre-blocked with epoxomicin;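 active means inhibition at 20 µM, scaled to each plate's controls, above about 33%, limit read from the data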
# Rin1-Abl PPI inh: inhibitors of Rin1-Abl protein binding, primary screen, biochemical, TR-FRET; Tyrosine-protein kinase ABL1 (Homo sapiens) + Ras and Rab interactor 1 (Homo sapiens), …; inhibition, % at 7.35 µM; 360,000 compounds, 0.4% hits; AID 588664, 2011; in the data active means inhibition above about 5%, passing the limit was not always enough
# FAS TE block: FAS thioesterase domain inhibitors, primary screen, biochemical, fluorescence intensity, uHTS | Fatty acid synthase (Homo sapiens), P49327 | recombinant FAS-TE, OMFH fluorogenic substrate, fluorescence endpoint | inhibition, % at 15 µM | 360,000 compounds, 0.67% hits | AID 602261, 2012;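 active means compounds whose normalised, plate-corrected inhibition of enzyme fluorescence in the single-dose primary screen is 50% or more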;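 further: 0% = DMSO with enzyme and 100% = substrate without enzyme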
# * hit, by the source's call; i = inactive; . = no result given.
SMILES,E coli Lon inh,MsrA inh,MT1-MMP act inh,CSN deneddyl inh,MLLE-PAM2 inh,MsrA act,Rpn11 block,Rin1-Abl PPI inh,FAS TE block
CCOc1ccc(/C=C2\CCCc3c2nc2ccccc2c3C(=O)O)cc1OC,178.4*,.,-74.6,-71.2,i,-2.9,i,-8.3,-142.3
COc1cc(C(C)=O)ccc1OCc1nnc(-c2ccccc2Br)o1,-2.3,1.0,1.8,3.1,6.6,-0.3,i,2.6,6.6
CCn1c(SCC(=O)NCc2ccccc2)nc2c(c1=O)SC(C)C2 (stereo not given),0.6,0.9,-0.2,5.3,13.0,-4.7,i,0.6,-5.8
CSCC(=O)N1CCC(CCC(=O)NC2CC2)CC1,1.7,-1.0,3.7,3.8,5.4,-1.3,i,0.1,-7.1
COc1ccc(OC)c(C(=O)Nc2ccc3[nH]ccc3c2)c1,-1.2,0.0,2.3,-2.9,8.9,-0.9,i,-5.8,5.7
COc1ccc(Cl)cc1-c1noc([C@@H]2O[C@H](CO)[C@@H](O)[C@H]2O)n1,-2.8,-0.6,-0.9,1.6,10.2,3.0,i,1.3,-4.8
Cc1ccc(NC(=O)CSc2nnc(-c3cnccn3)n2Cc2ccco2)cc1,6.3,0.3,1.4,2.2,-0.1,-11.2,i,-0.9,-4.1
CCSc1nnc(NC(=O)c2ccc3nc[nH]c3c2)s1,-9.5,0.3,-3.5,-1.8,5.9,-2.5,i,1.5,-3.7
C/C=C(/C)C(=O)OC1Cc2c(ccc3ccc(=O)oc23)OC1(C)C (stereo not given),-7.3,1.6,-3.7,4.6,7.5,-1.1,i,-0.2,13.3
O=C(NCCn1cccn1)C1CCC(=O)N(CCc2cccc(F)c2)C1 (stereo not given),0.3,0.5,-2.1,3.5,-5.2,-5.9,i,2.8,-3.4
COc1ccnc(CS(=O)c2nc3cc(C(O)(F)F)ccc3[nH]2)c1OC (stereo not given),6.8,1.5,1.3,-0.8,1.9,-1.5,i,0.5,-2.9
CN(C(=O)COC(=O)Cn1cnc2ccccc21)C1CCCCC1,-2.3,-0.3,5.3,-1.8,-8.3,-2.5,i,-1.6,-6.5
COc1ccc([C@H]2N[C@]3(CCCN(Cc4cccn4C)C3=O)[C@H]3C(=O)N(Cc4ccccc4)C(=O)[C@@H]23)cc1,-11.5,2.5,-22.1,-0.4,8.0,-6.5,i,-2.3,2.0
COc1cccc(OC)c1C(=O)OCC(=O)NCC1CCCCC1,-7.2,-0.6,-2.0,-0.6,-17.9,-1.4,i,0.2,0.9
O=C(NC1CCCCC1)C(=S)NCc1ccccc1,3.8,-0.1,-2.2,3.2,-5.1,-1.1,i,-4.6,9.0
N#Cc1cc2c(nc1SCC(O)CS(=O)(=O)Cc1ccccc1)CCCC2 (stereo not given),-4.8,0.4,3.6,1.3,6.3,-3.7,i,0.1,7.8
CCOC(=O)C1(CCc2ccccc2)CCN(C(=O)c2cnc(C)cn2)CC1,-3.5,-0.3,-0.1,3.0,-14.4,-2.1,i,-0.8,0.2
COC(=O)c1c(O)cc(C(C)(C)C)n(-c2ccccc2)c1=O,3.5,-0.2,-0.2,4.3,0.2,-3.2,i,-3.8,-11.4
CCCc1cc(N2CCOCC2)n2nc(C)c(-c3ccccc3)c2n1,4.4,1.2,3.4,3.3,4.6,-3.4,i,2.3,9.7
NC(=O)N/N=C/CCc1ccccc1,-8.1,0.2,-1.1,0.3,-8.5,-3.3,i,-2.8,-10.2
N#Cc1ccc2c(c1)nc1ccccn12,1.0,0.9,-1.9,-8.5,11.3,-5.3,i,-5.6,8.2
COc1ccc(-n2nnnc2-c2cnc(N3CCCC3)nc2C(F)(F)F)cc1,6.2,-0.2,1.4,-1.4,-10.6,0.6,i,1.0,19.6
COC(C(=O)Nc1ccc(C(N)=O)cc1)c1ccccc1 (stereo not given),-14.4,-0.2,-3.2,-0.7,12.2,-0.2,i,-5.7,-11.7
CC(NC(=O)NC1CCCCC1)C(c1cccs1)N1CCOCC1 (stereo not given),-6.7,-0.6,-0.2,-5.7,-5.2,-1.8,i,-0.4,-7.3
O=C(Cn1nnc(-c2cccs2)n1)NCc1cccs1,4.0,-1.2,-4.1,1.7,1.8,-3.5,i,-0.1,-2.0
CNC(=S)Nc1ccc(Cc2ccncc2)cc1,-1.3,-1.1,3.2,-1.8,5.6,-1.4,i,-0.3,-3.1
Cc1cc(/C=N/n2cnnc2)c(O)c([N+](=O)[O-])c1,-2.1,0.1,4.7,-9.0,-0.5,-3.0,i,-1.6,-2.6
CN(C)CCCNC(=S)/N=c1\sccn1Cc1ccccc1Cl,-2.8,0.4,-3.0,-1.8,-32.1,-4.2,i,-0.3,-3.2
CC(=O)N(CCCN(C)C)Cc1ccccn1,0.6,0.9,1.2,-6.2,-2.7,-3.2,i,1.1,-1.0
COC(=O)c1ccc(Cn2ccc(=O)[nH]c2=O)cc1,5.9,-0.5,0.4,1.8,2.0,-1.7,i,-3.5,-6.7
COc1cccc(-c2nn(-c3ccc(C)cc3)cc2C(=O)NCC2CCCO2)c1 (stereo not given),5.1,-0.8,7.3,9.2,10.6,-11.2,i,1.4,0.8
O=C1N[C@H](Cc2c[nH]c3ccccc23)COC(=O)[C@H](Cc2ccc(F)cc2)C/C=C\C[C@H]1CC(=O)N(CCO)Cc1ccccc1,2.3,-0.4,-3.6,1.7,-19.8,-2.0,i,0.0,6.6
O=C(NCc1ccco1)c1cccc(NC(=O)c2ccccc2)c1,1.2,0.5,6.0,-2.0,-17.6,1.2,i,-0.2,-7.3
CC(NC(=O)c1cc(-c2cccnc2)nc2ccc(Br)cc12)C1CCCO1 (stereo not given),-4.9,-0.6,-0.4,-0.3,3.7,-0.4,i,-4.3,0.6
COCC(=O)Nc1nnc(Cc2ccc(OC)cc2)s1,0.5,1.3,0.0,3.0,-1.3,-7.7,i,1.1,-13.9
Cc1ccc(S(=O)(=O)N(C)C)cc1NC(=O)COC(=O)CNC(=O)c1cccs1,-1.9,-0.3,2.8,-3.9,-2.4,-8.1,i,2.7,-2.0
COc1cc2ncc(S(=O)(=O)c3ccccc3)c(N3CCCC(C)C3)c2cc1OC (stereo not given),-4.6,0.1,.,-1.8,7.6,-9.8,i,-7.2,78.5*
Cn1c(CCc2ccccc2)nnc1SCC(N)=O,-0.5,-0.3,6.4,2.4,-5.5,-11.7,i,3.7,-4.3
CCN(CC)C(=O)N1c2ccccc2CC(N(CC)CC)c2ccccc21 (stereo not given),-8.1,1.2,-4.0,-2.6,8.5,2.3,i,-3.3,-1.6
CCc1ccc(NC(=O)Cn2c(=O)n(CCCC(=O)NCc3ccco3)c(=O)c3ccccc32)cc1,-5.3,-0.6,0.7,-1.4,1.2,-1.6,i,1.1,1.3
CCOC(=O)/C=C/C(=O)Nc1ccc(S(=O)(=O)N2CCc3ccccc32)cc1,-7.5,0.1,-0.3,6.1,-11.9,-6.7,i,0.9,-1.9
COc1ccc(NC(=O)CSc2ncc(-c3ccc(F)cc3)n2Cc2ccco2)cc1,-6.6,-0.4,1.0,0.6,-21.2,-4.7,i,-1.8,22.8
C[C@@H]1CN([C@H](C)CO)C(=O)CCCn2cc(nn2)CO[C@H]1CN(C)C(=O)c1ccncc1,5.5,0.9,4.7,0.1,-13.9,-5.0,i,6.3,-4.1
CCN(CC)CCNC(=O)c1ccccn1,2.3,-0.2,1.7,0.9,6.6,-1.9,i,-4.0,-2.2
COc1ccc(S(=O)(=O)N2CCOC2CNC(=O)C(=O)NCc2ccc(F)cc2)cc1 (stereo not given),-21.3,0.3,3.5,-0.2,-4.7,-2.4,i,-0.9,-0.3

# Some of these compounds in order of count of non-hydrogen atoms, smallest number first.
SMILES,E coli Lon inh,MsrA inh,MT1-MMP act inh,CSN deneddyl inh,MLLE-PAM2 inh,MsrA act,Rpn11 block,Rin1-Abl PPI inh,FAS TE block
CCN(CC)CCNC(=O)c1ccccn1,2.3,-0.2,1.7,0.9,6.6,-1.9,i,-4.0,-2.2
O=C(NCc1ccco1)c1cccc(NC(=O)c2ccccc2)c1,1.2,0.5,6.0,-2.0,-17.6,1.2,i,-0.2,-7.3
Cc1ccc(S(=O)(=O)N(C)C)cc1NC(=O)COC(=O)CNC(=O)c1cccs1,-1.9,-0.3,2.8,-3.9,-2.4,-8.1,i,2.7,-2.0
COc1ccc(NC(=O)CSc2ncc(-c3ccc(F)cc3)n2Cc2ccco2)cc1,-6.6,-0.4,1.0,0.6,-21.2,-4.7,i,-1.8,22.8

# Remaining list, next part:
SMILES,E coli Lon inh,MsrA inh,MT1-MMP act inh,CSN deneddyl inh,MLLE-PAM2 inh,MsrA act,Rpn11 block,Rin1-Abl PPI inh,FAS TE block
COCCC(=O)N1CCC(Oc2ccc(C(=O)N(C)C3CCCCC3)cc2)CC1,1.0,2.1,-0.9,4.7,6.6,-4.3,i,-0.1,-3.7
CCN(c1ccccc1)S(=O)(=O)c1ccc(C(=O)N2CCN(c3ccccc3)CC2)cc1,2.2,-1.3,8.5,3.9,0.2,-3.2,i,0.8,17.9
COc1ccc(OC)c(CN2CCN(Cc3cc(OC)c(OC)c(OC)c3)CC2)c1,-2.3,-2.1,8.3,4.5,7.9,-0.5,i,-1.1,-4.9
CNC(=S)N/N=C(\C)c1ccc(N2CCOCC2)cc1,-1.4,4.2,4.9,4.7,9.4,-12.6,i,3.9,-11.1
CC1(C)CC(=O)C=C(/C=C/c2ccccc2)C1,8.1,-0.1,-8.9,-0.5,10.0,-15.1,i,-1.8,0.4
COc1ccc(C2CC(c3ccc4ccccc4c3)=NN2C(=O)CSc2ncccn2)cc1 (stereo not given),-3.6,0.2,-14.3,-4.1,20.2,-2.6,i,-2.9,30.1
Cc1noc(NS(=O)(=O)c2ccc(NC(=O)CC(C)C)cc2)c1C,1.3,1.2,-4.7,-1.1,-11.2,-0.9,i,-2.0,-4.7
CN(CC(=O)Nc1ccc(N2CCOCC2)cc1)C(=O)c1ccc(O)c(Cl)c1,0.2,0.1,-2.0,5.5,9.7,-2.0,i,-1.2,-2.5
CC(C)(C)C(=O)OCCNc1nc(-c2ccccc2)nc2ccccc12,3.0,0.9,5.9,-2.6,-3.7,-2.2,i,-0.6,26.5
O=C(NC1CCCC1)C(c1ccccn1)N(C(=O)c1csnn1)c1ccccc1Br (stereo not given),-7.9,0.4,-2.7,-3.7,8.4,3.4,i,-0.5,-8.4
COc1cc(CN2CCN(Cc3cccc(OC)c3OC)CC2)cc(OC)c1,0.5,-1.8,-1.6,3.6,12.3,-1.9,i,3.1,-3.5
CC(=O)OCc1nc2ccccc2s1,-7.3,0.0,-4.6,6.8,1.8,-1.8,i,-2.0,-6.1
CCOC(=O)c1nc2nc(-c3cccs3)cc(C(F)(F)F)n2n1,-7.8,0.7,5.0,-0.4,21.4,-4.7,i,-0.9,-8.5
